# Source: PubChem (National Center for Advancing Translational Sciences (NCATS))
# RECQ1 helicase = inhibitors of human RECQ1 DNA helicase; P46063; RECQ1 DNA unwinding, red fluorescence kinetic read; Potency, µM (series often up to 57.3 µM), for inactives: top-dose activity, negative = inhibition, most hits filed as inhibitors; actives 0.54% (n = 240,000);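 also: plate controls were vehicle for no effect and no enzyme for full effect; nearly all actives have a fitted effect of over 30% in size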
#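 RECQ1T1 50 nM; forked duplex (20 bp + 30-nt ss tails) 200 nM, ATP 2 mM final; pH 8.0, 2 mM MgCl2, 2.5 ug/ml poly(dI-dC); 15 min compound preincubation; discontinuous kinetic read over 2 h at RT.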
# Lamin A splicing = LMNA splicing modulation | HeLa LMNA splicing GFP/RFP minigene ratio, 48 h | Potency, µM (highest dose often 46.1 µM), without a hit: at the top dose ratio change, negative = inhibition, hits mostly inhibitors | actives 0.01% (n = 200,000); active = well fitted inhibition curve with a large enough effect in the signal ratio, with a control signal flat, not every such curve was filed as active; inconclusive = small, poorly fitted or top-dose-only effect, or effect the other way, or a change in a side signal; the % refers to the signal ratio; also: % is scaled to controls: 0 for no effect and ±100 for the full control effect
#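 S3 HeLa stable clones carrying a lamin A-EGFP splicing minigene plus DsRed2 were seeded at 600 cells/well in Opti-MEM with 2% FBS, pin-dosed and incubated 48 h at 37°C. Acumen cytometry (488 nm) gave the GFP/RFP total-intensity ratio.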
# TRb-SRC2 inh = inhibitors of human thyroid hormone receptor beta-SRC2 interaction | Potency, µM (titrated, usually from 106 µM), inactives show at the top dose activity change, negative = inhibition, most hits filed as inhibitors | AID 1469 | TRbeta-SRC2 peptide binding, fluorescence polarization; receptor liganded with 1 µM T3 | P10828 | actives 0.065% (n = 280,000);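 also: plate controls were bound peptide for no effect and peptide without receptor for full effect; nearly all actives have a fitted effect of over 50% in size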
# Target sequence (P10828 whole entry, looked up): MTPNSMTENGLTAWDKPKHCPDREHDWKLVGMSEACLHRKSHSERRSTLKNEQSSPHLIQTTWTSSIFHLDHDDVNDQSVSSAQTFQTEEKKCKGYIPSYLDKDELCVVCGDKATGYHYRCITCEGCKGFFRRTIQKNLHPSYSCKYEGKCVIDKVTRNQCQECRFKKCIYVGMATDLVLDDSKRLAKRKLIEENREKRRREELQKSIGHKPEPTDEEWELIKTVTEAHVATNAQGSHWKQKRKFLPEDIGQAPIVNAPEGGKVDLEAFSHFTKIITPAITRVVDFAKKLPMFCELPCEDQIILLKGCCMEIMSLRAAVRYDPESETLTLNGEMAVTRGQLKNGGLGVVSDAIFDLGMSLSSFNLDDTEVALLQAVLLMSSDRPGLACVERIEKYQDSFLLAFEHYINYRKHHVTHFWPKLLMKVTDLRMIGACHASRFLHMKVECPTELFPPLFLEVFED
#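 A fluorescence polarization screen tested compounds at multiple concentrations against complex formation between 0.6 uM TRb ligand-binding domain and 20 nM Texas Red SRC2 peptide, with 1 uM T3 present; readout after 5 hr.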
# GoLoco inh red = inhibitors of human Gai1-RGS12 GoLoco interaction (red fluorophore); Gai1:RGS12 GoLoco peptide FP, rhodamine, 10 min; AID 880; actives 0.44% (n = 230,000); Potency, µM (highest dose often 61.6 µM), for the others: top-dose activity, negative = inhibition, most hits filed as inhibitors; P63096; active = well fitted inhibition curve with a large enough effect, not every such curve was filed as active; inactive = no such curve, though single readings can be large or run the other way; also: % is scaled to controls: 0 for no effect and ±100 for the full control effect; nearly all actives have a fitted effect of over 30% in size; many of its hits are not listed in these tables
# Target sequence (P63096 whole entry, looked up): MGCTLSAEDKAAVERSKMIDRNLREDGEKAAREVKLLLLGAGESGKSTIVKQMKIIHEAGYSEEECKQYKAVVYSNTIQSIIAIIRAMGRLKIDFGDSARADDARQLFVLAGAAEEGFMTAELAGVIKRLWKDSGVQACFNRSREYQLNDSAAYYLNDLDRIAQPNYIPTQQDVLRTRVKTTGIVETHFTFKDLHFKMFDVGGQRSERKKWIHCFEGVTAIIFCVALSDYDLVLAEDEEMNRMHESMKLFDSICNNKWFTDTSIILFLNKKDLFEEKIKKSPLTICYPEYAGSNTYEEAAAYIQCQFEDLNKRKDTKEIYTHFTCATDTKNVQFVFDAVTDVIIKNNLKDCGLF
# SMN2 splice up = SMN2 splice variant enhancement | Potency, µM (series often up to 46.1 µM), for the others: at the top dose activity change, positive = activation, usual class: activators | HEK293 SMN2-luciferase splicing reporter, luminescence, 30-36 h | AID 1458 | actives 2.8% (n = 210,000); also: % of control where 0% means no effect; nearly all actives have a fitted effect of over 55% in size
#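 HEK293 cells carry an SMN2 […]–luciferase reporter in which exon 7 inclusion puts luciferase in frame. Cells were plated 10-12 h before compound addition, then incubated 30-36 h at 37C. ONE-Glo luminescence was read; sodium butyrate at 4.5 mM final served as control.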
# TR SRC2 fluor cs = alters Texas Red total fluorescence, flagging assay interference; actives 0.29% (n = 280,000); Potency, µM (series often up to 106 µM), for inactives: at the highest dose fluorescence change, negative = quenching; TRb/SRC2 Texas Red total fluorescence interference; AID 1479; active = well fitted curve in either direction with a large enough effect; inconclusive = small, poorly fitted or top-dose-only effect; also: % is scaled to controls: 0 for no effect and ±100 for the full control effect
#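 Human TRβ ligand-binding domain (0.6 uM) and Texas Red SRC2 peptide (20 nM) in Tris buffer with 1 uM T3 and 5% DMSO were incubated with pinned compound for 5 hr at ambient temperature. Total fluorescence was computed as S + 2P (555/632 nm).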
# ALDH1A1 block = ALDH1A1 (human) enzyme inhibition; P00352; Purified ALDH1A1, NADH fluorescence, propionaldehyde substrate; Potency, µM (highest dose often 75.3 µM), without a hit: at the highest dose activity, negative = inhibition, hits mostly inhibitors; actives 7.3% (n = 220,000); active = well fitted inhibition curve with a large enough effect, not every such curve was filed as active; inconclusive = small, poorly fitted or top-dose-only effect, or another doubt; inactive = no such curve, though single readings can be large or run the other way;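 also: plate controls were no enzyme wells and a reference inhibitor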
# KDM4E inh = blocks human JMJD2E demethylase activity | B2RXH2 | JMJD2E catalytic domain, FDH-coupled NADH fluorescence (FDH is formaldehyde dehydrogenase) | Potency, µM (titrated, usually from 57.1 µM), without a hit: top-dose activity change, negative = inhibition, usual class: inhibitors | actives 1.6% (n = 230,000) | AID 2147; active = well fitted inhibition curve with a large enough effect, not every such curve was filed as active; inconclusive = small, poorly fitted or top-dose-only effect, or another doubt; inactive = no such curve, though single readings can be large or run the other way;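 also: 0% = wells with enzyme and -100% = buffer wells without enzyme; nearly all actives have a fitted effect of over 50% in size; many of its hits are not listed in these tables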
# * hit, by the source's call; i = inactive; ? = inconclusive; / = no result given; [ ] = remark or other dose. Unless noted, calls follow the shape of the dose curve; as a rule, active = well fitted curve in the direction sought with a large enough effect; inconclusive = small, poorly fitted or top-dose-only effect, or another doubt; inactive = no such curve, though single readings can be large; an effect the other way counts as inactive or inconclusive. Potency is read from the fitted curve at half-maximal effect. Some of the compounds tested; the hit share may differ from the screen's.
no.	molecule	RECQ1 helicase	Lamin A splicing	TRb-SRC2 inh	GoLoco inh red	SMN2 splice up	TR SRC2 fluor cs	ALDH1A1 block	KDM4E inh
1	CC1CCC2(CC1)NC(=O)N(Cc1nc(-c3ccccc3)no1)C2=O (stereo not drawn)	0%	?	-4%	-20%	-23%	-5%	4%	7%
2	Cc1ccc2c(c1)N(CC(=O)N1CCCCCC1)C(=O)CO2	-4%	6%	-19%	-6%	-9%	-3%	-4%	9%
3	O=C(O)COc1ccc(/C=N/NC(=O)Cc2ccc(Cl)cc2)cc1	-4%	-16%[46 µM]	1%	0%	/	-2%	1%	6%
4	Cn1nc(NC(=O)C(F)(F)F)c2ncc(-c3ccc(Cl)cc3)nc21	i	/	1%	2%	/	-3%	/	-3%
5	Oc1ccc(N=Cc2ccc(O)c(O)c2)cc1	i	?	1%	16µM*	?	-7%	13µM*	0.63µM*
6	c1ccc(-c2ccc(-c3[nH]ncc3CN3CCC(N4CCSCC4)CC3)cc2)cc1	12%	-2%[46 µM]	2%[53 µM]	-1%	/	-2%[53 µM]	-12%	2%
7	O=C1Nc2ccc([N+](=O)[O-])cc2OC1CCN1CCCC1 (stereo not drawn)	0%	-7%[46 µM]	-3%	-4%	-4%	-1%	?	-11%
8	O=C(C1CCCN(Cc2cccs2)C1)N1CCCCCC1 (stereo not drawn)	i	4%	1%	/	/	2%	-16%	-9%
9	CSC1=C(C#N)C(c2ccccc2Cl)C2=C(N1)c1ccccc1C2=O (stereo not drawn)	-15%	7%	5%	1%	9%	1%	?	-7%
10	CN1c2ccccc2C2(C)CCCC3=Cc4cccc([N+](=O)[O-])c4OC312 (stereo not drawn)	-11%	9%	6%	-4%	-24%	3%	12%	-4%
11	O=C(O)CN(c1ccccc1[N+](=O)[O-])S(=O)(=O)c1ccccc1	i	/	5%	7%	-2%	-1%	-4%	0%
12	C=CCN=C(NC#N)SCCc1ccccc1	-13%	4%	3%	5%	4%	-3%	3%	14%
13	O=S(=O)([O-])CCC[n+]1c(SCCCS(=O)(=O)O)sc2ccc(Cl)cc21	-8%	-8%	4%	-2%	-9%	-1%	5%	-16%
14	O=C(NCc1cccnc1)C1c2ccccc2C(=O)N1C1CCCCCC1 (stereo not drawn)	i	-2%	-11%	0%	-1%	-4%	0%	-1%
15	Cc1cn(-c2ccccc2)c(C)c1/C=N\Nc1nc(N2CCOCC2)nc(N2CCOCC2)n1	21%	/	5%	33%[activator]	0%	-2%	0%	-1%
16	COCCCN1C(=O)c2ccc(C(=O)Nc3ccc(OC)cc3OC)cc2C1=O	-3%	4%	5%	7%	-15%	0%	?	3%
17	N/C(=N\c1nc2ccccc2o1)NC(=O)C(Cc1ccccc1)N1C(=O)c2ccccc2C1=O (stereo not drawn)	-14%	?	-3%	0%	-4%	0%	0%	13%
18	O=[N+]([O-])c1ccc(C2CCCC/C2=N/OCc2ccccc2F)c([N+](=O)[O-])c1 (stereo not drawn)	8%	11%	7%	1%	-27%	3%	-5%	-2%
19	Cc1nn(Cc2ccccc2)c(=O)c2nn(-c3ccc(Cl)cc3)c(C)c12	-6%	1%	-2%	1%	-7%	-3%	4%	-5%
20	CC(C)(C)C(=O)CSc1nc(N)cc(=O)[nH]1	-16%	/	-5%	-2%	/	2%	?	-5%
21	CCC(CC)C(=O)Nc1cc(Cl)ccc1C	11%	?	-7%	6%	0%	2%	-2%	0%
22	CCN1C(C)=C(C(=O)OC)C(c2ccccc2)N2C(=O)[C@](O)(C(=O)OC)C(c3ccccc3)C(C(C)=O)=C12 (stereo partly drawn)	1%[11.5 µM]	/	2%[11.2 µM]	/	/	-3%[11.2 µM]	5%[13.5 µM]	/
23	COC(=O)c1ccc(C(=O)OC)c(NC(=O)COC(=O)C2CCC(C(C)(C)C)CC2)c1 (stereo not drawn)	i	2%	-1%	5%	5%	0%	?	?
24	COC(=O)c1c(NC(=O)C2c3ccccc3Oc3ccccc32)sc(C)c1C	-20%	4%	-6%	4%	-14%	0%	0%	11%
25	CCn1c(CNc2ccccc2Cl)nnc1SCC(=O)OC1CCCCC1	-3%	-2%	0%	-3%	-1%	-5%	-4%	-9%
26	Cc1ccccc1NC(=O)CN1C(=O)C2C3CC(C(Br)C3Br)C2C1=O (stereo not drawn)	-13%	-6%	-6%	2%	-17%	-4%	10µM*	-5%
27	CCOC(=O)CSC1=C(C#N)C(c2ccccc2)C(C(C)=O)=C(C)N1 (stereo not drawn)	i	14%[0.0737 µM]	-21%[53 µM]	-9%	-11%	-2%[53 µM]	32µM*	-2%
28	O=C(Nc1ccc(F)cc1)Nc1ccccc1F	i	/	2%	7%	16µM*	1%	14%	-4%
29	CCOc1cc(Cl)c(NC(=O)c2ccco2)cc1OCC	8%	26%	1%	-3%	-1%	-3%	-2%	?
30	COc1ccc(NC(=S)Nc2ccc(C)c(Cl)c2)cc1OC	i	/	-2%	13%	-2%	-1%	?	-20%
31	O=C(Cn1cnc2c(cnn2-c2ccccc2)c1=O)OCc1ccccc1	i	9%	4%	1%	8%	-3%	-12%	-6%
32	O=[N+]([O-])c1ccccc1/C=N/n1c(-c2cccnc2)n[nH]c1=S	8%	?	3%	12%	8%	-8%	?	-4%
33	Cc1ccc(Cl)cc1N1CCN(Cc2nc3c(c(=O)[nH]c(=O)n3C)n2Cc2ccccc2F)CC1	-5%	?	-3%	-2%	-29%	-1%	-5%	4%
34	COCCNC(=O)CNC(=S)N(Cc1ccccc1)Cc1cccnc1	-7%	-14%	0%	15%	25%[1.84 µM]	0%	-4%	-3%
35	COc1ccc(/C(C)=N\Nc2nc(-c3ccccc3)cc(=O)[nH]2)cc1	-5%	2%	9%	6%	0%	-1%	?	?
36	CSCCC(NC(=O)OC(C)(C)C)C(=O)NC(C(=O)NC(CC(C)C)C(N)=O)C(C)C (stereo not drawn)	i	1%	-16%	-7%	24%	0%	5%	8%
37	CNc1nc(SC)nc2ccsc12	1%	0%	-1%	-8%	-3%	-8%	-4%	0%
38	C=CCn1c(O)c(N=NC(=O)C(O)c2ccccc2)c2ccccc21 (stereo not drawn)	i	/	0%	3%	/	-3%	/	-2%
39	CSc1nc(SCC(=O)NCC2CCCO2)c2c3c(sc2n1)CN(C)CC3 (stereo not drawn)	-19%	/	1%	5%	/	0%	/	?
40	Cc1nn(-c2ccccc2)c(C)c1/C=C/C(=O)OCC(=O)Nc1ncc(C(F)(F)F)cc1Cl	-6%	2%	-1%	16%	-8%	-5%	?	-22%
41	CCc1noc(C)c1C(=O)N1CCCC(C(=O)c2cc(F)ccc2OC)C1 (stereo not drawn)	i	12%[46 µM]	1%	-9%	/	1%	1%	?
42	Cc1ccc(OCC(O)CN2CCN(c3ccccn3)CC2)c(C)c1 (stereo not drawn)	-2%	?	3%	2%	/	-3%	2%	-22%
43	CCOC(=O)c1cn2nc(N3CCCC3)ccc2n1	i	/	-1%	7%	/	1%	/	?
44	COc1cccc2cc(C(C)N(CCCN3CCOCC3)C(=O)Nc3ccccc3)oc12 (stereo not drawn)	-10%	-3%	5%	/	/	3%	?	-10%
45	Cc1nc2ccccc2c2oc(C(=O)N3CCN(C4CCCCC4)CC3)cc12	1%	?	-1%	-9%	-53%[inhibitor]	0%	-13%	0%
46	CN(C)/C=C1\C=C(c2ccccc2)OC1=O	-4%	0%	0%	19%	10%	2%	10µM*	?
47	COc1ccc2c(c1)CCCC21NC(=O)N(CC(=O)NC(=O)NCc2ccccc2)C1=O (stereo not drawn)	i	/	-6%	8%	8%	-3%	-8%	-5%
48	CCCN(CCC)C(=O)c1ccc2c(=O)n(Cc3ccco3)c(=S)[nH]c2c1	?	?	4%	19%	-7%	-3%	25µM*	-23%
49	Nc1nccc(-c2ccc(-n3cccc3)cc2)n1	0%	/	-8%	-15%	15%	-2%	8%	-1%
50	CCOc1ccc(OCC)c(NC(=O)C2COc3ccccc3O2)c1 (stereo not drawn)	-9%	0%	-16%	-7%	-17%	3%	4%	-17%
51	COc1ccc(CNC(=O)Cn2nnc3ccccc3c2=O)cc1	i	/	-8%	7%	/	-1%	/	-1%
52	CCOc1ccccc1NC(=O)c1ccoc1C	-9%	-2%	0%	10%	2%	-1%	8%	-4%
53	COCCn1c(-c2ccc(Cl)cc2Cl)nc2c(c(=O)c3ccccc3n2C)c1=O	-4%	-13%	4%	-3%	/	-3%	-7%	3%
54	CCOc1ccc2nc(NC(=O)CSC3=NCCS3)sc2c1	5%	?	-4%	6%	6%	-4%	25µM*	-2%
55	Cn1cnnc1Sc1ccc(C(=O)OCC(=O)NCC(F)(F)F)cc1[N+](=O)[O-]	-9%	/	-8%	3%	/	2%	0%	-1%
56	CCOC(=O)C1C(=O)NC(SC)=C(C#N)C1c1ccccc1F (stereo not drawn)	-1%	8%	-4%	-1%	-5%	0%	?	-2%
57	Cn1c(=O)c2c(nc(CN3CCC(C(N)=O)CC3)n2Cc2ccccc2Cl)n(C)c1=O	-2%	1%	4%	-3%	-12%	-4%	13µM*	-3%
58	CSc1ccccc1NC(=O)CSc1n[nH]c(N)n1	i	-18%[46 µM]	0%	3%	-2%	-1%	9%	-11%
59	Cc1ccc(S(=O)(=O)N2CCOCC2)cc1C(=O)OCC(=O)Nc1ccc2c(c1)OCO2	-5%	?	-4%	0%	-17%	-2%	?	-2%
60	Cc1nc(NCC2CCCO2)c2oc3ccccc3c2n1 (stereo not drawn)	-9%	4%	3%	7%	-21%	-1%	-13%	-11%
61	Cc1cccc(OCCCCCn2ccnc2)c1	0%	4%	0%	0%	-31%[inhibitor]	-2%	1%	-3%
